KCNH2 3.1 block – qHTS for Inhibitors of KCHN2 3.1: Mutant qHTS; actives 0.95% (n = 340,000); Potassium voltage-gated channel subfamily H member 2, brain isoform KCNH2 3.1 (human); activity change, % (tested at about 1.8 µM); U2OS KCNH2 3.1, thallium flux FluxOr; active compounds read low;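 active means maximum activity change below -70%; inconclusive means maximum activity change from -70% to -50%; inactive means maximum activity change above -50%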;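 further: thallium influx rate constant from kinetic fluorescence after stimulation buffer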
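Measured as rate of thallium-driven FluxOr signal in transduced U2OS cells carrying the 3.1 channel, read kinetically for 2 min upon stimulation; values are rate constants scaled to DMSO control wells.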
USP2a inh – qHTS Assay for Inhibitors of Ubiquitin-specific Protease USP2a Using CHOP2 as the Reporter | Potency, µM (series often up to 38.3 µM), for inactives: at the highest dose activity change, negative = inhibition, most hits filed as inhibitors | Ubiquitin carboxyl-terminal hydrolase 2 (Homo sapiens), O75604 | actives 0.01% (n = 330,000) | USP2 core, Ub-CHOP2 coupled fluorogenic reporter, 485/531;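 further: potency means the concentration at half of the fitted maximal effect; plate controls were DMSO wells for no effect and full inhibition by NEM control for full effect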
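Cell-free coupled assay: 10nM USP2 core preincubated 30min RT with compound in Tris-HCl pH 8.0/CaCl2/CHAPS buffer, then 25nM Ub-CHOP2 and 25nM reporter substrate; fluorescence (Ex 485/Em 531) read after 60min RT, normalized to NEM inhibition, concentration-response curves fitted.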
uPA generation – qHTS for Inhibitors of Cell Surface uPA Generation; cell surface uPA generation assay, qHTS; Potency, µM (series often up to 38.3 µM), inactives show at the highest dose activity change, negative = inhibition, usual class: inhibitors; actives 0.31% (n = 330,000); AID 540303, 2011; active means well fitted inhibition curve with a large enough effect; inconclusive means small, poorly fitted or top-dose-only effect; inactive means no such curve, though single readings can be large or run the other way; tested in mouse RAW 264.7 cells; further: potency means the concentration at half of the fitted maximal effect; nearly all actives have a fitted effect of over 55% in size
PKM2 activator – qHTS Assay for Activators of Human Muscle isoform 2 Pyruvate Kinase; purified PKM2, Kinase-Glo ATP luminescence, activation; response scale: 0% is enzyme alone, no compound; Potency, µM (doses to about 57.5 µM), without a hit: at the highest dose activation, most hits filed as activators; AID 1631, 2009; actives 0.34% (n = 260,000); further: potency means the concentration at half of the fitted maximal effect; nearly all actives have a fitted effect of over 55% in size
Target sequence (P14618 whole entry, looked up, canonical isoform): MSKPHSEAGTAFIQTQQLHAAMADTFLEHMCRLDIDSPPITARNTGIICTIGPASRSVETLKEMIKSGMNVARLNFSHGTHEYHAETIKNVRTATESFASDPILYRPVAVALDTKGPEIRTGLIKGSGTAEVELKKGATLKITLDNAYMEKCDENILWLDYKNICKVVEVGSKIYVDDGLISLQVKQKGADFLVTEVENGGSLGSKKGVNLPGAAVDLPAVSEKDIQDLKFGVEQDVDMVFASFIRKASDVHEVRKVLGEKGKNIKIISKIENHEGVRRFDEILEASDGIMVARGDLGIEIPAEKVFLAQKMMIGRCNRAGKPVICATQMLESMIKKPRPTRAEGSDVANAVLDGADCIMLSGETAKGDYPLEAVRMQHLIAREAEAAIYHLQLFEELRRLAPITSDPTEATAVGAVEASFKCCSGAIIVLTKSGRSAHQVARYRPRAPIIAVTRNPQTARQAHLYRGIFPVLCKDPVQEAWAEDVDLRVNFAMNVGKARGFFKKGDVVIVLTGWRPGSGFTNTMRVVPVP
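Purified hPK-M2 (>95% pure) converted ADP (0.1 mM final) to ATP with 0.5 mM PEP in 50 mM imidazole pH7.2, KCl, MgCl2, Tween 20, BSA; 1 h at room temperature. ATP detected by Kinase-Glo luminescence.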
Giardia killer – Small Molecules that selectively kill Giardia lamblia: qHTS. Giardia lamblia trophozoite viability. activity change, % at 7.66 µM, hits read low. actives 0.15% (n = 340,000); in the data active means activity change below about -80%; inconclusive means between about -30% and that limit;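 further: parasites exposed to compound for two days anaerobically before the ATP read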
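Luminescence from cellular ATP indicates surviving trophozoites (100 cells/well) following 48 hrs anaerobic compound treatment at 37 deg C; signal develops 15-30 min at room temperature.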
hERG WT inh – qHTS for Inhibitors of KCHN2 3.1: Wildtype qHTS. U2OS, BacMam KCNH2, thallium flux FluxOr; active compounds read low. activity change, % at 1.84 µM. actives 0.37% (n = 340,000);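 active means maximum activity change below -70%; inconclusive means maximum activity change between -70% and -50%; inactive means maximum activity change above -50%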
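U2OS cells transduced with wild-type KCNH2 virus are loaded with FluxOr dye for 45 min, and thallium flux is measured in kinetic reads before and after stimulation buffer. Rate constants are normalized to DMSO controls.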
GALK inh – qHTS Assay for Inhibitors of Human Galactokinase (GALK); actives 0.007% (n = 270,000); Potency, µM (doses to about 57.5 µM), for the others: at the top dose activity change, negative = inhibition, usual class: inhibitors; P51570; AID 1868, 2009; Purified GALK, Kinase-Glo residual ATP luminescence; further: potency means the concentration at half of the fitted maximal effect
Target sequence (P51570 whole entry, looked up): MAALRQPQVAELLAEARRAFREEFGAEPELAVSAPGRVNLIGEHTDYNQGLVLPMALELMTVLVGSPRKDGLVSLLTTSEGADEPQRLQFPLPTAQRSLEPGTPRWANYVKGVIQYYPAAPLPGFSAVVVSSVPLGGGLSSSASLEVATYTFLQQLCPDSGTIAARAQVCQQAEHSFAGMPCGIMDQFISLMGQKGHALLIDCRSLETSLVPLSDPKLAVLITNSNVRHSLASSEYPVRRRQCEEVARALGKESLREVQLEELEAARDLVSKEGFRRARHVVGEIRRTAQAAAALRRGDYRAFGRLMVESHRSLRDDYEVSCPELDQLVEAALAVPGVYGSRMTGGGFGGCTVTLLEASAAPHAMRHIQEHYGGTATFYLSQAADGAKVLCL
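Human GALK (5 nM) with 35 uM ATP and 100 uM galactose in 20 mM HEPES pH 8.0, 5 mM MgCl2, 60 mM NaCl, 1 mM DTT, 0.01% BSA. After 1 h at room temperature, leftover ATP was read by Kinase-Glo Plus luminescence.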
FBPA coupling cs – qHTS Assay for Inhibitors of Fructose-1,6-bisphosphate Aldolase from Giardia Lamblia: Coupling assay counterscreen. coupling enzyme system counterscreen, AmpLite Red fluorescence. activity change, negative = inhibition, % at 58.2 µM, hits read low. actives 0.67% (n = 290,000). AID 2472, 2010; in the data active means activity change below about -30%
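First, compound is pin-transferred into glyceraldehyde-3-phosphate coupling-enzyme reagent at 57.5 uM final and held 10 min at RT. Next, substrate, coupling system and AmpLite Red are added. After 20 min RT, fluorescence (525/598 nm) is read.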
Eya2 inh – qHTS Assay for Inhibitors of the Phosphatase Activity of Eya2; Protein phosphatase EYA2 (Homo sapiens), O00167; recombinant Eya2, OMFP fluorescence dephosphorylation (OMFP is methylfluorescein phosphate); Potency, µM (doses to about 76.9 µM), without a hit: at the highest dose activity, negative = inhibition, usual class: inhibitors; actives 0.006% (n = 330,000); AID 488837, 2010; further: potency means the concentration at half of the fitted maximal effect
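Eya2 protein (added as 0.2 uM solution) was preincubated with compound for 10 min at ambient temperature in 50 mM HEPES pH 7.5, 50 mM NaCl, 5 uM MgCl2, 0.05% BSA, 1 mM DTT. OMFP (added at 50 uM) then reacted 10 min; fluorescence read at 485/525 nm.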
BCR signal inh – qHTS Assay to Find Inhibitors of Chronic Active B-Cell Receptor Signaling; ABC-DLBCL IkBa-CBG/CBR reporter, luminescence ratio, 4 h; Potency, µM (titrated, usually from 46.1 µM), inactives show top-dose ratio change, negative = lower green/red ratio, usual class: inhibitors; actives 0.05% (n = 340,000); AID 493014, 2011; active means well fitted inhibition curve with a large enough effect in the signal ratio, with a control signal flat, not every such curve was filed as active; inconclusive means small, poorly fitted or top-dose-only effect, or effect the other way, or a change in a side signal; the % refers to the signal ratio;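 further: potency means the concentration at half of the fitted maximal effect; plate controls were basal doxycycline-induced cells for no effect and cells given 10 µM MG132 for full effect; MG132 reads +100%, hits lower the ratio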
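TMD8 ABC-DLBCL cells carrying doxycycline-inducible green luciferase fused to IkappaBalpha plus unfused red luciferase were exposed to compounds (up to 46 uM) for 4 hrs at 37C. Activity came from the overlap-corrected green/red luminescence ratio.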
B2AR arrestin – qHTS assay of beta-arrestin-biased ligands of beta2-adrenergic receptor; Beta-2 adrenergic receptor (Homo sapiens), P07550; beta-arrestin recruitment to beta2AR, cell-based reporter; Potency, µM (doses to about 46.1 µM), inactives show at the top dose activation, hits mostly activators; actives 0.02% (n = 330,000); AID 492947, 2010;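 further: potency means the concentration at half of the fitted maximal effect; 0% = DMSO controls and full agonism = EC100 isoproterenol or metaproterenol; nearly all actives have a fitted effect of over 65% in size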
* marks the source's active call; other numbers are inactive results; i = inactive; ? = inconclusive; . = not tested or not shown; & = joins results of further samples; [ ] = remark or other dose. Unless noted, the call rests on the fitted dose curve; in most records, active means well fitted curve in the direction sought with a large enough effect; inconclusive means small, poorly fitted or top-dose-only effect, or another doubt; inactive means no such curve, though single readings can be large; an effect the other way counts as inactive or inconclusive. Unless noted, on the % scale 0 is the no-effect control and ±100 the full control effect.

SMILES | KCNH2 3.1 block | USP2a inh | uPA generation | PKM2 activator | Giardia killer | hERG WT inh | GALK inh | FBPA coupling cs | Eya2 inh | BCR signal inh | B2AR arrestin
CC1Cc2cc(S(=O)(=O)N3CCC(C(=O)N4CCCCC4)CC3)ccc2N1C(=O)C1CC1 (configuration not stated) | 11 | 2% | -6% | . | 16 | -1 | -4% | -4 | -4% | 4% | 0.1%
Cc1ccc(NC(=O)CC2=NC(=O)C(CC(=O)Nc3ccccc3C)S2)cc1 (configuration not stated) | -6 | 1% | -6% | 1% | -23 | 6 | -1% | 3 | -4% | 0% | 0.0%
COc1ccccc1C1/C(=C(\O)c2ccc3c(c2)OCCO3)C(=O)C(=O)N1Cc1cccnc1 (configuration not stated) | -3 | -1% | 19% | -1%[0.46 µM] | 21 | -1 | 5% | 7 | 1% | -3% | 0.0%
COc1ccc(-c2c(C)c3cc(O)ccc3oc2=O)cc1OC | -4 | 1% | -10% | -1%[0.46 µM] | 5 | -4 | 4% | 8 | -7% | -23% | 3.7%
C(=N\N1CCN(Cc2cccc3ccccc23)CC1)/c1ccco1 | 0 | 0% | 15% | 13% | 6 | 1 | 3% | 2 | 0% | -9% | 0.2%
N#CCC(=O)N/N=C/c1cn(Cc2ccccc2C#N)c2ccccc12 | -12 | 1% | 8% | -2% | 12 | -33 | -3% | -3 | 1% | -5% | -0.7%
O=C(NCC1CCCO1)C(C(=O)c1ccccc1)n1ccccc1=O (configuration not stated) | 4 | -1% | 1% | -9% | -12 | -15 | -1% | -9 | 4% | 1% | 0.1%
Cc1ccc2ccccc2c1NC(=O)c1ccco1 | 5 | 6% | -20% | . | -4 | -3 | -3% | 0 | -3% | -1% | 0.4%
Clc1ccc(Nc2nc(-c3cccnc3)cs2)cc1 | 2 | 0% | -4% | -6% | -13 | -6 | -1% | -1 | 7% | 16% | -0.2%
COCCNC(=O)C(c1ccc(F)cc1)N(C(=O)CCC(=O)Nc1nccs1)c1ccc(C)cc1 (configuration not stated) | 17 | -2% | 0% | 5% | -15 | i | -1% | -2 | 0% | -9% | -0.4%

6 compounds drawn at random from those above:
SMILES | KCNH2 3.1 block | USP2a inh | uPA generation | PKM2 activator | Giardia killer | hERG WT inh | GALK inh | FBPA coupling cs | Eya2 inh | BCR signal inh | B2AR arrestin
Clc1ccc(Nc2nc(-c3cccnc3)cs2)cc1 | 2 | 0% | -4% | -6% | -13 | -6 | -1% | -1 | 7% | 16% | -0.2%
COc1ccc(-c2c(C)c3cc(O)ccc3oc2=O)cc1OC | -4 | 1% | -10% | -1%[0.46 µM] | 5 | -4 | 4% | 8 | -7% | -23% | 3.7%
COCCNC(=O)C(c1ccc(F)cc1)N(C(=O)CCC(=O)Nc1nccs1)c1ccc(C)cc1 (configuration not stated) | 17 | -2% | 0% | 5% | -15 | i | -1% | -2 | 0% | -9% | -0.4%
CC1Cc2cc(S(=O)(=O)N3CCC(C(=O)N4CCCCC4)CC3)ccc2N1C(=O)C1CC1 (configuration not stated) | 11 | 2% | -6% | . | 16 | -1 | -4% | -4 | -4% | 4% | 0.1%
C(=N\N1CCN(Cc2cccc3ccccc23)CC1)/c1ccco1 | 0 | 0% | 15% | 13% | 6 | 1 | 3% | 2 | 0% | -9% | 0.2%
O=C(NCC1CCCO1)C(C(=O)c1ccccc1)n1ccccc1=O (configuration not stated) | 4 | -1% | 1% | -9% | -12 | -15 | -1% | -9 | 4% | 1% | 0.1%

(continued)
SMILES | KCNH2 3.1 block | USP2a inh | uPA generation | PKM2 activator | Giardia killer | hERG WT inh | GALK inh | FBPA coupling cs | Eya2 inh | BCR signal inh | B2AR arrestin
COc1ccc(OC)c(C(c2nnnn2CCc2ccccc2)N2CCC(C(N)=O)CC2)c1 (configuration not stated) | -8 | 4% | 2% | -2% | 5 | 4 | 0% | -1 | -6% | -1% | 0.1%
Oc1cc(NCCc2cccnc2)cc2cccnc12 | . | -1%&2% | ? | . | -1 | . | . | . | -5%&10% | 6%&0% | -0.2%&0.2%
CCS(=O)(=O)N1CCCC(C(=O)NC2CCCCC2C)C1 (configuration not stated) | 5 | 1% | -3% | -2% | -11 | -11 | 1% | 3 | -1% | -3% | -0.7%
C=CC(=O)Nc1ccc(N(C)c2ccnc(Nc3ccc(N4CCN(C)CC4)cc3)n2)cc1 | -3 | 2% | ? | . | -5 | . | . | . | 22% | ? | 3.6%
Cc1cc(C)c(S(=O)(=O)NCCn2c(C)cc3ccccc32)c(C)c1 | 16 | -6% | 14% | 0% | 13 | 5 | 2% | 2 | -7% | 13% | 0.0%
COC(=O)c1ccccc1NS(=O)(=O)c1c(C)noc1C | -109* | 3% | -3% | 0% | -14 | 5 | -3% | . | -4% | 0% | -0.5%
COc1ccc(OC)c(NC2c3ccccc3C(=O)N2c2cccnc2)c1 (configuration not stated) | 1 | 2% | -10% | 6% | 4 | 20 | 2% | -3 | -12% | -2% | 0.3%
COc1ccc(N(CC(=O)Nc2c(C)n(C)n(-c3ccccc3)c2=O)S(=O)(=O)c2ccccc2)cc1OC | -19 | -4% | -1% | -5% | 3 | -6 | . | 3 | 4% | 3% | 0.1%
Cc1ccccc1-c1noc(CCC(=O)NCCc2ccccc2)n1 | -2 | 2% | 17% | . | -1 | 1 | -1% | 0 | 5% | ? | -0.8%
O=C(N/N=C/c1sc(N2CCCCC2)nc1-c1cccs1)c1cccnc1 | -3 | 1% | ? | 23% | 5 | 4 | 2% | -6 | 8% | ? | -0.8%
COc1cc(CN2CCC(C(=O)NC3CCCC3)CC2)ccc1O | 0 | 1% | -1% | -6% | -18 | 2 | 0% | -1 | 6% | ? | -0.3%
C#CCOC(=O)Nc1ccc(=O)n(Cc2c(Cl)cccc2Cl)c1 | -2 | -1% | -5% | ? | -19 | -4 | -7% | 3 | 8% | ? | 0.1%
O=C(Cn1c(=O)oc2cc(S(=O)(=O)N3CCCC3)ccc21)N1CCc2ccccc2C1 | 8 | -1% | 13% | -2% | 13 | 6 | 0% | 1 | 19% | 8% | -0.9%
CCCCNC(=O)c1cc2nc(-c3ccccc3)cc(C(F)(F)F)n2n1 | 12 | 3% | -3% | 1% | 38[activator] | . | -1% | -16 | 4% | 3% | -0.5%
COc1ccccc1CNC(=O)C1CCN(S(=O)(=O)N2CC(C)CC(C)C2)CC1 (configuration not stated) | 1 | -5% | 5% | -7% | -5 | 4 | 1% | . | -7% | -1% | 0.4%
CC1CCCC(NC(=O)Cn2c(Cl)nc3c2c(=O)n(C)c(=O)n3C)C1C (configuration not stated) | 15 | 0% | 0% | . | -6 | -8 | . | . | 5% | 2% | -0.6%
Oc1ccc(N=Nc2nccs2)c(O)c1 | -8 | -12% | -13% | -25% | 14 | -1 | 8% | 1 | ? | ? | ?
C[C@H](CO)N1C[C@H](C)[C@@H](CN(C)Cc2ccccc2)Oc2c(NC(=O)c3ccncc3)cccc2C1=O | 6 | 1% | 14% | . | -21 | 10 | . | . | -24% | -3% | 2.3%
CC(C)Oc1ccc(C(=O)Nc2ccccc2N2CCOCC2)cc1 | -3 | -2% | 11% | 3% | -8 | -1 | 0% | 0 | -5% | 0% | 0.0%
Cc1ccc(NC(=O)c2cc3c(CO)cnc(C)c3oc2=Nc2cccc(C(N)=O)c2)cc1 | 7 | 0% | 13% | . | 14 | 9 | . | 0 | -4% | 1% | -0.5%
O=C(Nc1cccc(S(=O)(=O)N2CCCCC2)c1)c1ccc(OCC2CCCO2)cc1 (configuration not stated) | 1 | 2% | 1% | 1% | -21 | -6 | 7% | -2 | 4% | -6% | 0.3%
O=C(CSc1ncccn1)N/N=C/c1ccc(OC2CSC2)cc1 | -7 | -5% | 6% | ? | 2 | 9 | 1% | -1 | -7% | ? | -1.1%
Cc1ccc(S(=O)(=O)/N=C(\N)Nc2nc(C)c3cc(C)c(C)cc3n2)cc1 | 6 | 5% | . | -1% | 10 | -2 | 1% | -1 | -1% | 2% | 0.0%

Not a hit list; overall some 2.4% were active at least once.
